DT40 TDP1 no CPT = qHTS for Inhibitors of human tyrosyl-DNA phosphodiesterase 1 (TDP1): qHTS in cells in absence of CPT; DT40 Tdp1-/- hTDP1 cells, no CPT, ATP luminescence, 48 h; Potency, µM (doses to about 46.2 µM), for the others: at the highest dose activity change, negative = growth inhibition, usual class: inhibitors; 15% of 420,000 active; AID 686978, 2013; also: nearly all actives have a fitted effect of over 55% in size
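Chicken DT40 Tdp1-/- cells complemented with human TDP1, screened without camptothecin (DMSO vehicle only), 400 cells/well. Compounds pin-transferred, cells incubated at 37 °C for at least 48 hr. Growth read as ATP-dependent luminescence (CellTiter-Glo, 30 min at RT).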
N370S GC = N370S glucocerebrosidase modulation, Gaucher chaperone candidate; 0.092% of 330,000 active; N370S GC spleen homogenate, 4MU-glucoside fluorescence; Potency, µM (titrated, usually from 59.4 µM), inactives show at the top dose activity change, negative = inhibition, most hits filed as inhibitors; P04062; AID 2101;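 also: 0% = full enzyme activity and -100% = no enzyme basal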
TDP1 block = inhibitors of human tyrosyl-DNA phosphodiesterase TDP1; Q9NUW8; recombinant TDP1, AlphaScreen DNA substrate cleavage; Potency, µM (doses to about 130 µM), without a hit: at the top dose activity change, negative = inhibition, hits mostly inhibitors; 0.28% of 350,000 active; also: nearly all actives have a fitted effect of over 40% in size
Target sequence (Q9NUW8 whole entry, looked up): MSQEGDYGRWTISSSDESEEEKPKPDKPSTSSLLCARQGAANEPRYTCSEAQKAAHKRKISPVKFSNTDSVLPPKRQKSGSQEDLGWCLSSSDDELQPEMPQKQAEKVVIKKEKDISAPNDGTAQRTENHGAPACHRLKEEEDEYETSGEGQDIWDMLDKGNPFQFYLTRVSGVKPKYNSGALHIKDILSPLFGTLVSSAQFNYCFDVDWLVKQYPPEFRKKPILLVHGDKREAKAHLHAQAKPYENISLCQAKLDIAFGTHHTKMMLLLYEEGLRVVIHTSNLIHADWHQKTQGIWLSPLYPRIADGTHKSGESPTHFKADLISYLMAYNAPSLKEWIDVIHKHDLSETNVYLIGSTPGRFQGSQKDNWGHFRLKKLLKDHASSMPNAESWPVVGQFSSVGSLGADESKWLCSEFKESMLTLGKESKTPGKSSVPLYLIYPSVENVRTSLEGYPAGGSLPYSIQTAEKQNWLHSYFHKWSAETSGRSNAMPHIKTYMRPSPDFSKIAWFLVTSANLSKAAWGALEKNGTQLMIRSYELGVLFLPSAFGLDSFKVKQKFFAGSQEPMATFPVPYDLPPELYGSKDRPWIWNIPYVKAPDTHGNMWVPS
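Signal: AlphaScreen proximity between streptavidin donor and anti-FITC acceptor beads on intact substrate. Reaction: Tdp1 1 nM, substrate 15 nM final, 5 min RT after 15 min compound preincubation.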
Numbers without * were called inactive; ? = inconclusive; / = no result given; & = joins results of further samples; [ ] = dose if it differs, or a comment. Calls follow the shape of the dose curve; as a rule, active = well fitted curve in the direction sought with a large enough effect; inconclusive = small, poorly fitted or top-dose-only effect, or another doubt; inactive = no such curve, though single readings can be large; an effect the other way counts as inactive or inconclusive. Unless noted, % is scaled to controls: 0 for no effect and ±100 for the full control effect; potency is read from the fitted curve at half-maximal effect.

Order of values: TDP1 block, DT40 TDP1 no CPT, N370S GC
- C[C@@H](c1ccccc1)N1C(=O)[C@H]2[C@@H]3[C@H](O)[C@H](O)CC(=O)[C@H]3CC[C@H]2C1=O
 : 5%&2%[21 µM], /, 12%&-2%[12.8 µM]
- CC1CCc2c(C(=O)N3CCN(S(=O)(=O)c4cccs4)CC3)csc2C1 (stereo not given)
 : 0%, -27%, ?
- Cc1nc2sc(C(c3ccc(Cl)cc3)N3CCN(CCO)CC3)c(O)n2n1 (stereo not given)
 : /, 8%, -10%
- Cc1ccc(N2C(=O)Nc3cc(Cl)c(Cl)cc3N2O)cc1Cl
 : 8%, -1%, 4%
- Cc1ccc(N2CCN(C(=O)N3CCOCC3)CC2)cc1C
 : 6%, -3%, 1%
- COc1cc(C=O)ccc1OCCOc1ccccc1[N+](=O)[O-]
 : 5%, ?, 3%
- Cc1cc(C(=O)NCC2CCCO2)n(-c2ccccc2)n1 (stereo not given)
 : -4%, -17%, -5%
- O=c1c2ccccc2nc2n1C(CSCc1ccc(Cl)cc1)CS2 (stereo not given)
 : -3%, 16µM*, 19%
- CCOc1ccc(NC(=O)CN(C)C(=O)CCN2C(=O)C3CC=CCC3C2=O)cc1OCC (stereo not given)
 : 1%, 8%, /
- Cc1ccc(S(=O)(=O)N2CCC(=O)N(CCOC(=O)Nc3ccccc3C)CC2)cc1
 : -3%, ?, 25%
- O=C(N/N=C/c1cccc(O)c1)c1cc(C2CC2)nc2ccccc12
 : /, ?, 2%
- CCC(C)NC(=O)C1CCC(CNS(=O)(=O)c2ccc3c(c2)CC(C)N3C(=O)C2CC2)CC1 (stereo not given)
 : 2%, ?, 4%
- CCOC(=O)Cn1c(=O)n(CC(=O)OCC)c2ccccc21
 : 5%, -20%, -2%
- CC(OC(=O)CN(C)S(=O)(=O)c1ccc(Cl)cc1)C(=O)Nc1ccc(N2CCOCC2)cc1 (stereo not given)
 : -2%, -18%, 1%
- S=c1[nH]nc(-c2cc(-c3ccco3)[nH]n2)n1-c1ccccc1Cl
 : 3.5µM*, -19%, ?
- O=C(COC(=O)c1cccc(C(F)(F)F)c1)NC(=O)NC1CCCC1
 : -3%, ?, /
- N#Cc1ccccc1OCC(=O)OCC(=O)NC1CCS(=O)(=O)C1 (stereo not given)
 : 0%, 0%, /
- O=C(NC1CCCCC1)N1CCCCCCC1
 : 1%, -5%, 0%
- Cc1ccc(N(CC(=O)N2CCOCC2)S(C)(=O)=O)cc1Cl
 : /, 12%, 1%
- C=CCn1c2ccccc2c2nn(C)c(=S)nc21
 : /, -25%, -2%
- O=C(Nc1cccc(Br)c1)c1ccccc1-c1ccccc1
 : -1%, ?, 2%
- CC(C)(C)c1ccc(C(=O)CSc2n[nH]c(=O)[nH]c2=O)cc1
 : 1%, ?, 3%
- Cc1cccc(C(=O)Oc2c(Br)cc(Br)cc2/C=N/NC(=O)c2ccncc2)c1
 : /, -13%, -7%
- CCN(CC)S(=O)(=O)c1ccc2c(c1)N(CC(=O)NCCc1ccc(OC)c(OC)c1)C(=O)CO2
 : 9%, -27%, /
- Cc1ccc(F)c(NC(=O)C2CCCCC2C(=O)O)c1 (stereo not given)
 : 6%, -11%, 4%
- CC(C)(C)OC(=O)N1CCC(c2c(C(=O)NCC3CCN(C4CCCC4)C3)cnn2-c2ccccc2)CC1 (stereo not given)
 : 6%, -11%, -11%
- COc1ccc(C2C3=C(CC(C)(C)CC3=O)Oc3ncn(Cc4ccccc4)c(=N)c32)cc1 (stereo not given)
 : 11%, -49%, ?
- COc1cc2cc(CCOC(=O)c3ccc(C#N)cc3)oc(=O)c2cc1OC
 : 1%, -30%, /
- C/C(=N\N(C)C)C1=C(O)c2ccccc2C1=O
 : 3%, -17%, -10%
- CCn1nc(C)c(CN2CCC(Oc3ccc(C(=O)N4CCCC4)cc3)CC2)c1C
 : 4%, -9%, -1%

Quoted from the listing:
For N370S GC, COc1cc(C=O)ccc1OCCOc1ccccc1[N+](=O)[O-] reads 3%
For DT40 TDP1 no CPT, Cc1cc(C(=O)NCC2CCCO2)n(-c2ccccc2)n1 (stereo not given) reads -17%

Going on with the list.
Order of values: TDP1 block, DT40 TDP1 no CPT, N370S GC
- CCc1ccc2oc(C(=O)NCc3ccccc3)cc(=O)c2c1
 : -4%, ?, /
- CCOc1cccc(=O)c2c(C)n(-c3ccc(C(=O)O)cc3)c(C)c12
 : /, ?, 11%
- Cc1cc(S(=O)(=O)N2CCN(c3ccccn3)CC2)ccc1F
 : /, -9%, -6%
- CCOc1ccc(NC(=S)NC(=O)/C=C/c2ccc(C)cc2)c([N+](=O)[O-])c1
 : 4%, 13µM*, 10%
- O=C(CCS(=O)(=O)c1ccccc1)Nc1nc2c(s1)COc1ccccc1-2
 : 4%, 4.6µM*, 2%
- COc1ccc(C(=O)Nc2nnc(Cc3cccs3)s2)cc1OC
 : 5%, -6%, 3%
- O=C(NCc1ccccc1)C1=C[C@@H](c2ccc(Br)cc2)C[C@@H](OCc2ccc(CO)cc2)O1
 : 5%, ?, 26%
- CC(=O)Nc1cccc(OCCCNS(=O)(=O)c2ccc(F)cc2)c1
 : 3%, ?, 2%
- Cc1c(NC(=S)NC(=O)C(C)(C)C)cccc1[N+](=O)[O-]
 : 2%, ?, -1%
- CCOC(=O)Nc1cc(NC(=O)OCC)c(C)nc1C
 : 2%, 10%, -2%
- CC(Cc1c[nH]c2ccccc12)C(=O)NCc1ccco1 (stereo not given)
 : /, -16%, -4%
- CCO[C@H]1OC(C(=O)NCc2nc3ccccc3[nH]2)=C[C@@H](C2CCCCC2)[C@@H]1CCCO
 : 5%, 15µM*, -7%
- S=c1nc[nH]c2c1cnn2Cc1ccccc1
 : /, 3.7µM*, -14%
- O=C(CCC(=O)N1CC2CCCN2c2ccccc21)NCc1cccc(Cl)c1 (stereo not given)
 : 11%, 7.3µM*, /
- COc1ccc(CN2CCCC(CNC(=O)c3ccc(F)cc3)C2)cc1OC (stereo not given)
 : 0%, -14%, 1%
- Cc1ccc(C2=NS(=O)(=O)N(C)C(C(=O)NCc3ccco3)=C2)cc1
 : /, -102%, 4%
- Cc1cccc(-n2c(SCC(=O)Nc3cccc(S(=O)(=O)NC4=NCCCCC4)c3)nc3ccccc3c2=O)c1C
 : 5%, 16µM*, -3%
- COc1ccc(CC(=O)NCCc2ccc(Cl)cc2Cl)cc1
 : 1%, 12%, -1%
- CC(C)(C)OC(=O)NCc1ccc(CNC(=O)c2[nH]cnc2C(=O)N[C@@H](Cc2ccccc2)C(=O)OCc2ccccc2)cc1
 : /, 23µM*, 18%
- O=S(=O)(Cc1nc2ccccc2s1)c1ccccc1
 : -2%, -3%, 4%
- O=C(COC(=O)c1cc([N+](=O)[O-])ccc1N1CCOCC1)c1ccccc1
 : -14%[0.505 µM], -9%, 22%
- O=C(/C=C/c1cccc(Br)c1)c1ccc2c(c1)OCO2
 : /, ?, 9%
- CCOc1ncccc1C(=O)N(CCC(C)C)c1c(N)n(Cc2ccccc2)c(=O)[nH]c1=O
 : 2%, -7%, /
- CCN(Cc1ccccc1)S(=O)(=O)c1c(C)n(C)c(=O)n(C)c1=O
 : /, -1%, 0%
- Cc1cc(C(=O)CN2C(=O)NC3(CCCc4ccccc43)C2=O)c(C)n1Cc1cccs1 (stereo not given)
 : 4%, ?, -6%
- CC(C)c1ccc2oc(=O)cc(CN3CCOCC3)c2c1
 : 4%, -8%, 0%
- COc1ccc(NC(=O)c2sc3nc(-c4cc5ccc(OC)cc5oc4=O)[nH]c(=O)c3c2C)cc1
 : 5%, -14%, /
- O=C(NC1CC2CCCC(C1)N2C(=O)Nc1ccccc1Cl)C1CC1 (stereo not given)
 : 3%, 1%, -6%
- CCc1nn2c(=O)cc(COC(=O)Cc3ccccc3)nc2s1
 : 6%, 1%, /
- CCCCn1c(N)c(N(C)C(=O)c2ccccc2Oc2ccccc2)c(=O)[nH]c1=O
 : 2%, 13%, /

6 records drawn at random from the list so far:
Order of values: TDP1 block, DT40 TDP1 no CPT, N370S GC
- Cc1ccc(F)c(NC(=O)C2CCCCC2C(=O)O)c1 (stereo not given)
 : 6%, -11%, 4%
- CCC(C)NC(=O)C1CCC(CNS(=O)(=O)c2ccc3c(c2)CC(C)N3C(=O)C2CC2)CC1 (stereo not given)
 : 2%, ?, 4%
- COc1ccc(C(=O)Nc2nnc(Cc3cccs3)s2)cc1OC
 : 5%, -6%, 3%
- Cc1cc(C(=O)NCC2CCCO2)n(-c2ccccc2)n1 (stereo not given)
 : -4%, -17%, -5%
- CC1CCc2c(C(=O)N3CCN(S(=O)(=O)c4cccs4)CC3)csc2C1 (stereo not given)
 : 0%, -27%, ?
- C=CCn1c2ccccc2c2nn(C)c(=S)nc21
 : /, -25%, -2%

(list continues)
Order of values: TDP1 block, DT40 TDP1 no CPT, N370S GC
- CCC(=O)N1CCc2cc(S(=O)(=O)N(C)c3ccc(OC)cc3OC)ccc21
 : /, ?, -5%
- COCCC(=O)N1CCC(Oc2ccc(C(=O)N3CCCCCCC3)cc2)CC1
 : 3%, ?, -5%
- Cc1nc2ccccc2nc1N/N=C/c1ccc(O)cc1O
 : 11%, 4.1µM*, ?
- COc1ccc2c(C)c(CC(=O)NCc3ccccc3Cl)c(=O)oc2c1OC
 : 2%, -5%, /
- O=C(Cc1ccc(Br)cc1)N1CCCCCC1
 : 4%, 4%, -22%
- Cc1noc(C(=O)Nc2cccc(O)c2)c1Cl
 : -1%, -17%, 7%
- COc1ccc(-c2cc(C(F)(F)F)n3nc(C(=O)Nc4cccc(Cl)c4Cl)cc3n2)cc1OC
 : -2%[12.3 µM], -3%, /
- Cc1cccn2c(=O)cc(COc3ccc(NC(=O)C(C)C)cc3)nc12
 : 3%, 2%, /
- O=C1CCC/C=C\C[C@@H](CC(=O)N(CCO)Cc2ccccc2)C(=O)N[C@H](Cc2c[nH]c3ccccc23)CO1
 : 5%, 16µM*, /
- c1ccc(-c2nnc(CN3CCC4(CC3)OCCO4)o2)cc1
 : 2%, -1%, 0%
- CCc1c(C)sc(NC(=O)CCc2ccc(OC)cc2)c1C(N)=O
 : 5%, ?, 7%
- Cc1cc(C)nc(N2CCC(C(=O)Nc3ccc4c(c3)OCO4)CC2)n1
 : 12%, 9.2µM*, ?
- COc1ccc(Br)c(C(=O)OCC(=O)N2CCC(Cc3ccccc3)CC2)c1
 : -6%, ?, 7%
- NC(=O)NC(=O)C(c1ccccc1)N1CCN(S(=O)(=O)Cc2ccccc2)CC1 (stereo not given)
 : 1%, -5%, /
- CCC(=O)Nc1sc2c(c1C(=O)N(C)C)CCCCC2
 : 7%[56.1 µM], -17%, 0%
- O=C(NCCc1c[nH]c2ccccc12)Nc1ccccc1
 : 7%, ?, 0%
- O=c1[nH]nc(CSCc2ccccc2Cl)[nH]1
 : 3%, 1%, 4%
- COc1ccccc1CCn1c(=O)c(-c2cccc(Cl)c2)nc2cncnc21
 : /, ?, 12%
- O=C(O)CCn1c(SCCOc2ccccc2)nc2ccccc21
 : /, 4%, -3%
- CC1(C)Cc2ccccc2C(C(Cc2ccccc2)C(N)=O)=N1 (stereo not given)
 : 9%, -15%, -29%
- N#Cc1ccc(CN2CCN(C(=O)CCNS(=O)(=O)c3ccc(F)c(Cl)c3)CC2)cc1
 : 0%, 18µM*, /
- CC(C)(C)C(=O)Nc1ccc2nc(SCc3ccccc3)sc2c1
 : 1%, 21µM*, /
- COc1ccccc1NC(=O)CSc1ccc2nnc(-c3cccnc3)n2n1
 : 5%, -10%, 5%
- O=C(NCc1cc([N+](=O)[O-])ccc1O)c1cc(-c2ccncc2)nc2ccccc12
 : 11%, ?, -6%
- Cc1cc(C)n(CC(O)COc2c(C)cccc2C)n1 (stereo not given)
 : 8%, 4%, -3%
- O=C1NC[C@H](CC2CCCCC2)N(CC2CCCCC2)C1=O
 : /, -13%, -6%
- CCOC(=O)N1CCN(CC(O)c2c[nH]c3ccccc23)CC1 (stereo not given)
 : /, -23%, -18%
- CC1(C)CC[C@]2(C(=O)O)CC[C@]3(C)C(=CC[C@@H]4[C@@]5(C)CC[C@H](O)C(C)(C)[C@@H]5CC[C@]43C)[C@@H]2C1
 : -1%, 23µM*, -2%
- c1csc(CNc2nc(-c3cccs3)nc3ccccc23)c1
 : 1%, -10%, 18µM*
- CCC(CC)C(=O)Nc1ccccc1NC(C)=O
 : 0%, -12%, 22%

Carrying on.
Order of values: TDP1 block, DT40 TDP1 no CPT, N370S GC
- CS(=O)(=O)Nc1cccc(-c2ccc3ncnc(NCCN4CCOCC4)c3c2)c1
 : /, ?, 0%
- O=c1cc(-c2ccccc2F)nc(-c2ccccc2F)o1
 : 2%, -16%, 1%
- CCCc1ccc2oc(C(=O)N(Cc3nccn3C)C(C)C)c(C)c2c1
 : 6%, 2.1µM*, -19%
- COc1ccc(CCN(C)C(=O)CSc2ncnc3sccc23)cc1OC
 : 0%, ?, -1%

These rows are one share of the data; count on the stated rates, not on these rows.
